# Screening results deposited in PubChem BioAssay by several laboratories.
# CendR NRP1 mod – modulators of CendR peptide binding to NRP-1, primary screen, biochemical, fluorescence polarization, uHTS | Neuropilin-1 (Homo sapiens), O14786 | FAM-RPARPAR peptide binding to NRP-1 | inhibition, % at 25 µM | 0.85% of 360,000 active;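 active = inhibition or corrected inhibition above about 18%, plus a signal ratio from 0.5 to 1.5, limit read from the data, passing the limit was not always enough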; note: strong numbers were not always called active
# SKN-1 inh – suppressors of acrylamide-induced Pgst-4::GFP reporter in worms, primary screen, SKN-1 inhibitor project, whole organism, uHTS, GFP/RFP fluorescence ratio, strain VP596; C. elegans VP596 Pgst-4::GFP/RFP ratio, 24 h; inhibition, % at 21.8 µM; 0.49% of 360,000 active; AID 624304, 2012;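 active = interference check ratio from 0.5 to 1.5 plus GFP to RFP signal ratio inhibition reaching or exceeding a fixed threshold, cut at about 30% in these data, passing the limit was not always enough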; note: some compounds called inactive have numbers as strong as hits
# DNMT1 inh – human DNMT1 methyltransferase inhibitors, primary screen, biochemical, molecular beacon, fluorescence, HinP1I cleavage, uHTS; DNA (cytosine-5)-methyltransferase 1 (Homo sapiens), P26358; inhibition (reported as % activation of signal), % at 10 µM; 0.83% of 360,000 active; in the data active = inhibition above about 50%
# Scp1 inh – Scp-1 phosphatase inhibitors, primary screen, biochemical, colorimetric, uHTS; Recombinant Scp1, phosphopeptide, malachite green phosphate absorbance; inhibition, % at 20 µM; 0.88% of 340,000 active; AID 493091, 2011;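 active = inhibition above about 50% at 20 µM, limit read from the data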;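 note: plate controls were DMSO wells with enzyme for no effect and wells lacking enzyme for full effect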
#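 Material – SCP-1 phosphatase catalytic domain, residues 76-261 · Buffer or medium – Acidic Tris acetate buffer with magnesium and detergent · Also added – Phospho 17-mer peptide substrate · Compound – single 20 µM dose, 1% DMSO · Times – 45 min room-temperature reaction, 5 min colour, 30 min stabiliser · Technique – Phosphate-binding colour reagent, absorbance read at 630 nm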
# Tb MetRS inh – T. brucei MetRS inhibitors, primary screen, biochemical, luminescence; inhibition, % at 11.9 µM; purified T. brucei MetRS, ATP depletion, Kinase-Glo luminescence; 0.4% of 360,000 active; AID 624268, 2012;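 active = inhibition above a per-plate cutoff of the control wells' mean inhibition plus 3 SD, cut at about 5.5% in these data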;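 note: 0% = DMSO wells median and 100% = median of wells with control inhibitor compound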
#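 Test system: purified T. brucei MetRS enzyme. Also added: ATP, methionine and E. coli bulk tRNA substrates. Compound: 11.9 µM single point. Schedule: 15 min enzyme-compound preincubation, 2 h reaction, 10 min detection, 25 °C. Signal: luciferase luminescence of residual ATP, Kinase-Glo. Evaluation: percent inhibition versus plate control medians. Controls: DMSO wells, low control.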
# LMPTP block – LMPTP phosphatase inhibitors, primary screen, biochemical, fluorescence intensity, uHTS; Low molecular weight phosphotyrosine protein phosphatase (Homo sapiens), P24666; recombinant LMPTP-A, OMFP fluorogenic substrate; inhibition, % at 20 µM; 0.22% of 360,000 active; AID 651560, 2012;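 active = compounds that cut the enzyme signal by at least half of the control window in the single-dose screen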;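 note: plate controls were DMSO wells with enzyme plus substrate for no effect and substrate without enzyme for full effect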
# Target sequence (P24666 whole entry, looked up): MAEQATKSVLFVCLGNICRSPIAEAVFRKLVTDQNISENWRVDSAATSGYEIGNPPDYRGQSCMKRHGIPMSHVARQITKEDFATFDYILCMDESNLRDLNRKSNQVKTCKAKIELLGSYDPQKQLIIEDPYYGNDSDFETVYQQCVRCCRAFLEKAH
#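 Assay system: LMPTP-A phosphatase enzyme | Input: 0.625 nM enzyme | Also added: Fluorogenic phosphatase substrate OMFP at 400 µM final | Compound dosing: One test concentration per compound, 20 µM, with 3% DMSO overall | Schedule: 50 min enzyme reaction at room temperature, protected from light | Signal: Fluorescence intensity | Benchmarks: no-enzyme and uninhibited controls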
# STEP inh – STEP phosphatase inhibitors, primary screen, biochemical, fluorescence intensity, uHTS. Tyrosine-protein phosphatase non-receptor type 5 (Homo sapiens), P54829. recombinant STEP, OMFP fluorogenic substrate. inhibition, % at 20 µM. 0.25% of 360,000 active;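 active = inhibition at 20 µM, scaled per plate between control wells, above about 37%, limit read from the data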;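 note: 0% = DMSO with enzyme and substrate and 100% = substrate only without enzyme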
# Target sequence (P54829 whole entry, looked up): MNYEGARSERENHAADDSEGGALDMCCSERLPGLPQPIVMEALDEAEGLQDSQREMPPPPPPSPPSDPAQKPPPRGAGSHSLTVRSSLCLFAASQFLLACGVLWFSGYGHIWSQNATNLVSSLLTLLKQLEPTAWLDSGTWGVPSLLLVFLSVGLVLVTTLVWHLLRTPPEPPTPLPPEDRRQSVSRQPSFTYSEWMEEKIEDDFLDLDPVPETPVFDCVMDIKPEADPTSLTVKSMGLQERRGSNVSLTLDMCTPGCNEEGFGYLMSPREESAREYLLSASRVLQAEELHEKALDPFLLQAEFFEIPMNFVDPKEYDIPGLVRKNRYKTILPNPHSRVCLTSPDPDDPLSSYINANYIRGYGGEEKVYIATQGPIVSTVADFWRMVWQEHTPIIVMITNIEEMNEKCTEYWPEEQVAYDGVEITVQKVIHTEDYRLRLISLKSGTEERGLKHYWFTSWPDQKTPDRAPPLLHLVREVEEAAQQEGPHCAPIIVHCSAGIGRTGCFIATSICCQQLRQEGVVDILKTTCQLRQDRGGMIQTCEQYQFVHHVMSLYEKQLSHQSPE
#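 System: STEP phosphatase, cell-free reaction; Buffer or medium: Bis-Tris pH 6.0 buffer with DTT, detergent; Incubation: 20 min at room temperature, dark; Measured by: fluorescence, 480/540 nm.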
# SUMO1 PPI mod – modulators of SUMO1 protein-protein interactions, primary screen, biochemical, uHTS; Small ubiquitin-related modifier 1 (Homo sapiens), P63165; 0.33% of 360,000 active; SUMO1 binding to a labelled peptide, TR-FRET, 1 h; inhibition, % at 20 µM; in the data active = inhibition above about 37%
# Target sequence (P63165 whole entry, looked up): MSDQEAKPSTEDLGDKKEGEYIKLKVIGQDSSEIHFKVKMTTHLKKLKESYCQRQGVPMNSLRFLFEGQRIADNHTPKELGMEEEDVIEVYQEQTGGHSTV
# NadD block – inhibitors of S. aureus NadD, primary screen, biochemical, colorimetric, uHTS. purified NadD enzyme, colorimetric absorbance read-out. inhibition, % at 20 µM. 0.78% of 360,000 active. AID 602399, 2012; in the data active = inhibition above about 26%; note: some compounds past the cut are filed as inactive
# Neddyl block – inhibitors of cullin neddylation, primary screen, biochemical, TR-FRET, uHTS, NAE and Ubc12; NEDD8-conjugating enzyme Ubc12 (Homo sapiens) + NEDD8-activating enzyme E1 regulatory …; AID 651699, 2012; calls only at 25 µM; 0.58% of 360,000 active; in the data active = inhibition above about 36%
# Active calls of the source: *; i = inactive; · = no result given.
SMILES,CendR NRP1 mod,SKN-1 inh,DNMT1 inh,Scp1 inh,Tb MetRS inh,LMPTP block,STEP inh,SUMO1 PPI mod,NadD block,Neddyl block
COc1ccc2cc3c(N)nn(C(=O)Cc4ccccc4OC)c3nc2c1,6.6,-4.1,-2.9,-6.6,0.1,2.2,-2.9,1.5,12.4,i
O=C(CSc1cc(Cl)ccc1Cl)NC1CC1,-4.8,11.3,3.3,-7.6,0.3,-0.6,-1.8,5.3,1.3,i
CC/C(O)=C(\C#N)c1nnc2n1CCCCC2,3.8,-8.0,-0.5,-5.3,0.5,-0.6,-3.0,2.7,-3.7,i
O=[N+]([O-])c1cccc(-c2nnnn2-c2cccc(F)c2)c1,15.9,-14.6,0.8,-6.2,-0.1,-0.7,-0.5,-27.6,-7.0,i
COc1ccc(NC(=O)CSc2nnnn2C2CC2)cc1S(=O)(=O)N1CCOCC1,-4.5,-0.7,-2.1,5.8,0.1,1.1,-2.2,8.7,-1.6,i
COc1ccc(C(C)=NNc2ccc([N+](=O)[O-])cc2S(=O)(=O)Nc2ccccc2C(=O)O)c(OC)c1,-58.1,-1.2,-19.3,-6.7,0.0,1.8,-1.0,-4.8,17.0,i
COc1ccc(OC)c(S(=O)(=O)N2CCN(CC(O)CN3CCOCC3)CC2)c1 (centres undefined),6.6,-5.4,-1.5,-7.2,0.5,-1.1,7.1,2.5,-4.8,i
COc1ccc(N=C2S/C(=C\c3ccco3)C(=O)N2CC(C)C)cc1,10.4,-3.5,-2.8,10.1,-0.4,1.7,0.9,-3.9,8.1,i
C/C(=N\NC(=O)c1cccnc1)c1ccc(-n2ccnc2)cc1,-8.1,7.9,1.7,1.2,0.5,1.6,-3.3,-3.1,-4.7,i
COCCn1nnnc1CN1CCN(c2cccc(C(F)(F)F)c2)CC1,16.9,15.6,2.4,-4.3,-1.1,-2.3,-2.3,0.5,-2.4,i
N#C/C(=C\c1ccc(-c2ccc([N+](=O)[O-])cc2Br)o1)C(=O)N1CCN(c2ccccc2)CC1,-18.9,10.3,-0.1,49.5,0.3,0.3,2.7,-16.4,23.9,i
c1csc(-c2cc(N3CCCCC3)c3ccccc3n2)c1,5.2,7.0,2.1,-1.6,-0.1,39.6,2.6,-2.7,5.2,i
O=C(Cc1ccc(Cl)cc1Cl)Nc1ccncc1Cl,15.1,14.6,1.3,-5.0,0.2,-4.4,1.5,-8.7,-5.6,i
N#Cc1cccnc1Oc1ccccc1,2.0,1.3,5.0,-27.5,-0.7,-1.6,3.5,-0.6,-5.9,i
CC(=O)c1cc2c(cc1NC(=O)Cc1ccsc1)OCO2,6.1,-2.6,-1.5,-2.2,-0.1,0.4,-1.2,-11.2,-6.2,i
O=C(COc1ccc2c3c(c(=O)oc2c1)CCCC3)NCCCN1CCCC1=O,5.6,4.7,0.3,-5.3,0.2,-1.7,0.3,4.6,2.7,·
CCCCN(C)C(=O)c1oc2ccc(S(=O)(=O)N3CCCCCC3)cc2c1C,8.5,-1.8,-5.0,-8.5,-0.8,2.7,3.4,0.9,-6.2,i
CCc1cc(CNC(=O)CCc2nnc(CCCc3ccccc3)o2)on1,-2.2,11.6,19.4,-9.0,-0.5,-0.9,-1.1,-0.2,-2.2,i
CC(NC(=O)C1CCN(Cc2ccc(Oc3ccccc3)cc2)CC1)c1cccc2ccccc12 (centres undefined),-8.0,7.1,-2.7,·,-0.4,2.7,1.3,-1.6,7.6,i
CCc1nnc(NC(=O)C2Cc3ccccc3CN2S(=O)(=O)c2ccc(C)cc2)s1 (centres undefined),0.0,2.6,-3.2,-2.2,-0.5,1.8,-5.9,8.2,4.1,i
COc1ccc(C2=Nc3ccccc3NC(=O)C2N(Cc2ccc(F)cc2)C(=O)c2ccco2)cc1 (centres undefined),-4.2,13.2,-21.4,·,-0.4,0.4,-0.3,0.9,6.2,i
COc1cc(C(=O)NC(C)Cc2ccccn2)ccc1OC1CCN(C(C)=O)CC1 (centres undefined),19.8*,19.4,-1.3,-9.1,0.2,-0.5,0.0,2.3,-3.7,i
C/C=C/c1ccc(OCC(O)CNCCc2ccc(OC)cc2)c(OC)c1 (centres undefined),3.8,-3.1,-0.4,2.2,-1.2,-1.0,2.8,-2.6,-9.4,i
CCOc1ccc(C(=O)N2CCN(c3ccccc3)CC2)cc1OCC,6.1,-13.2,2.4,-3.1,-1.4,-0.6,-1.4,-5.4,-3.4,i
CNC(=O)c1nc(C)n(-c2cc(Cl)ccc2Cl)n1,3.0,9.6,2.0,-15.4,-0.5,-0.9,8.2,-4.1,0.0,i
Cc1ccc(C(=O)N2CCN(c3cc(=O)[nH]nc3-c3ccccc3)CC2)cc1,6.8,-1.9,0.2,-6.0,-0.1,-0.6,1.6,-2.5,2.9,i
Cc1cc(C)n2nc(SCc3ccccc3C(=O)O)nc2n1,2.4,-7.6,1.8,-7.0,-0.4,-0.1,-2.8,9.3,0.1,i
O=C1CSC(c2ccccc2F)N1 (centres undefined),2.1,-0.4,0.2,-6.2,-0.5,-1.4,0.5,2.2,-2.9,i
CCC(C(=O)Nc1cccc(OC)c1)n1nc(C)c2c(C)n(-c3ccccc3)nc2c1=O (centres undefined),-0.6,3.8,1.8,16.5,-0.7,0.1,-0.1,-2.5,-1.7,i
NCCNc1ccc([N+](=O)[O-])c(Sc2nc3ccccc3[nH]2)c1,-11.6,-0.2,-2.5,-0.8,-0.8,-1.6,-1.2,-7.4,3.9,i
O=C(NCC(=O)N(c1cccnc1)C(C(=O)NC1CCCC1)c1ccccc1)c1ccco1 (centres undefined),7.4,8.4,3.3,-2.5,-1.1,-0.5,2.8,-4.4,-0.3,i
COc1ccc(CC(=O)NNC(=O)CCc2ccccc2)cc1,7.3,0.4,1.1,-1.2,-0.9,1.2,0.6,2.3,1.5,i
COc1cc(NS(=O)(=O)c2c(C)[nH]c(C)c2C(=O)N2CCCCC2)cc(OC)c1OC,3.7,6.2,4.7,0.6,-0.6,-1.5,-1.6,2.7,-1.5,i
Cc1cc(C)c(S(=O)(=O)NCc2cn3ccccc3n2)c(C)c1,0.1,-9.9,3.1,14.0,-0.7,-0.6,0.1,3.5,-6.9,i
COc1ccc(/C(O)=C2\C(=O)C(=O)N(CCN(C)C)C2c2cccc(OC)c2OC)cc1Cl (centres undefined),-5.6,9.1,-1.8,-6.7,-0.3,-2.2,-2.4,-6.0,-0.4,i
CC(C)c1cc(C(=O)NCc2ccc(F)cc2)c(N)s1,-12.4,1.9,·,·,-0.6,1.5,·,0.2,·,i
Cc1nc2ccccn2c1C(=O)NC1CCCc2ccccc21 (centres undefined),-2.6,-14.8,0.7,-6.0,-0.3,-0.5,-1.1,0.3,-7.3,i
O=C(CCCC(=O)OCC(=O)NC1CCCC1)Nc1ccccn1,7.5,2.8,0.9,-1.2,-1.4,-1.6,-0.5,-2.3,-1.0,i
Cc1ccc2c(c1)N(CCC(=O)NCCCN1CCCC1)C(=O)C(C)O2 (centres undefined),-2.6,-10.9,-0.8,-3.6,-1.0,2.8,-0.1,-5.2,-2.8,i
CC1CCCN(S(=O)(=O)c2ccc3c(c2)OCCO3)C1 (centres undefined),-4.4,7.0,1.5,·,-0.3,-0.2,-1.1,7.2,-1.3,i
COc1ccc(C2C3=C(CC(C)(C)CC3=O)Oc3ncn(CCO)c(=N)c32)cc1OC (centres undefined),-2.0,5.3,-1.3,-10.7,-0.6,-1.3,-0.2,0.4,-1.1,i
CC1(C)CC2=C(CO1)C(=S)NC(c1ccccc1)N2CC1CCCO1 (centres undefined),-0.1,-6.6,1.8,-7.2,0.3,-0.8,-1.6,0.3,-2.5,i
CC(=O)c1ccc(S(=O)(=O)Oc2ccc(C(=O)O)cc2Cl)cc1,-13.2,4.9,24.8,53.0*,0.1,-0.7,-3.6,3.9,-0.5,i
CCOC(=O)C1CCN(CC(C)(C)NS(=O)(=O)c2ccc(C)cc2)CC1,-10.5,-19.1,0.1,7.5,-0.4,-0.7,0.5,-2.1,-0.1,i
Cn1ncc2c1ncn1nc(COc3ccc4ccccc4c3)nc21,-9.1,13.9,0.6,-6.0,-0.3,0.4,-2.2,-0.4,-5.3,i
COc1ccc(CNC(=O)C[C@H]2C[C@H](C(=O)N3CCCCC3)[C@@]3(C)c4[nH]c5cc(-c6ccco6)ccc5c4CCN3C2=O)cc1OC,-20.6,12.6,-17.4,-6.6,-1.0,1.7,0.5,2.5,13.2,·
O=C(NCC1CC1)c1cc([N+](=O)[O-])cc([N+](=O)[O-])c1,3.6,30.5,-2.4,-6.0,-0.6,-1.0,-2.2,-36.8,-6.6,i
Cc1ccc(NC(=O)CCC(=O)NNC(=O)/C=C/C(=O)O)c(C)c1,-10.7,2.8,-1.0,-5.7,-0.1,0.2,-1.9,-3.6,-5.6,i

# An unsorted share of the library (roughly 4.6% active in at least one column).
